TTR transcr act: activators of transthyretin transcription; SH-SY5Y TTR promoter Gaussia luciferase, luminescence; 100% = recombinant luciferase protein wells; activation, % at 16.7 µM; actives 1.3% (n = 92,000); AID 1117267;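 active means activation above the mean of all tested compounds plus 3 SD, cut at about 9.5% in these data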;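 further: cells exposed to compounds for one day before reading; 0% = median of all test compound wells on the plate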
* = called active by the depositor. The list is partial (hit frequency here may not be typical).

Preview, 7 compounds:
SMILES | TTR transcr act
Cn1c(=O)c2cc(S(=O)(=O)NCCC(=O)Nc3ccc(F)cc3F)ccc2n(C)c1=O | 0.9
O=C(Nc1ccc(NC(=O)C2CCCCC2)nc1)c1cccs1 | 3.2
Nc1cc(N)nc(SCc2ccc(Cl)cc2)n1 | 0.0
O=C(OCC(=O)N1CCN(c2ccccc2)CC1)c1ncc(Cl)c(Cl)c1Cl | 1.8
COC(=O)c1cc(-c2ccc(C)cc2)n[nH]1 | 0.4
Cc1cccc(OCCn2nnc3ccccc32)c1C | -0.7
Cc1ccsc1C(=O)c1sccc1C | 3.0

Results, repeating the preview:
SMILES | TTR transcr act
Cn1c(=O)c2cc(S(=O)(=O)NCCC(=O)Nc3ccc(F)cc3F)ccc2n(C)c1=O | 0.9
O=C(Nc1ccc(NC(=O)C2CCCCC2)nc1)c1cccs1 | 3.2
Nc1cc(N)nc(SCc2ccc(Cl)cc2)n1 | 0.0
O=C(OCC(=O)N1CCN(c2ccccc2)CC1)c1ncc(Cl)c(Cl)c1Cl | 1.8
COC(=O)c1cc(-c2ccc(C)cc2)n[nH]1 | 0.4
Cc1cccc(OCCn2nnc3ccccc32)c1C | -0.7
Cc1ccsc1C(=O)c1sccc1C | 3.0
Cc1ccc(S(=O)(=O)N(C)C)cc1NC(=O)CSc1nc2ccccc2c(=O)n1CC1CCCO1 (stereo not drawn) | 4.4
Cc1ccc(NC(=S)Nc2ccc(F)cc2)cc1C | -2.5
C[C@H](CO)N1C[C@H](C)[C@@H](CN(C)Cc2ccc(C(=O)O)cc2)Oc2ccc(NC(=O)Cn3cnnn3)cc2C1=O | 0.5
CC(=O)NNc1nc(-c2ccccc2)c2cc(Br)ccc2n1 | 1.8
COc1ccc(C2CC(c3cccs3)=NN2c2nc(-c3ccccc3)cs2)cc1OC (stereo not drawn) | 0.5
Cn1nccc1NC(=O)Nc1ccc(Cl)cc1 | 3.7
COc1ccc(NC(=O)CSc2nc(N)c3cc4c(nc3n2)CCCC4)cc1 | 1.0
Cc1ccc(CN2C(=O)c3ccccc3C2C(=O)NCc2cccnc2)cc1 (stereo not drawn) | -1.0

Arranged by value in TTR transcr act (largest number first): 3 from the list above
Compound	TTR transcr act
O=C(Nc1ccc(NC(=O)C2CCCCC2)nc1)c1cccs1	3.2
Cc1ccsc1C(=O)c1sccc1C	3.0
Cc1cccc(OCCn2nnc3ccccc32)c1C	-0.7

(cont.)
SMILES | TTR transcr act
Cc1cccc(NC(=O)c2cc([N+](=O)[O-])ccc2N2CCCCC2)n1 | 0.5
COc1ccc(NS(=O)(=O)c2cc(NC(=O)c3ccccn3)ccc2OC)cc1Br | -1.9
C[C@@H]1N[C@H]2N(C1=O)c1ccccc1[C@@]21C[C@@H]2C(=O)N[C@](C)(O1)c1nc3ccccc3c(=O)n12 | 5.8
COc1ccc(C(=O)Nc2ccc(S(=O)(=O)N3CCOCC3)cc2)cc1 | 0.7
O=C(Cc1cccc(NC(=O)C2CCCN(C(=O)CCc3ccccc3)C2)c1)Nc1cccc(C(=O)N2CCCC2)c1 (stereo not drawn) | -1.9
COC(=O)c1ccccc1NC(=O)c1ccc(COc2ccc3c(c2)CCC3)cc1 | 1.1
COC(=O)c1nc2ccc(N3CCOCC3)cc2c(C)c1C(=O)OC | -0.8
COc1cc([N+](=O)[O-])ccc1NC(=O)NCC1CCN(Cc2ccc(Cl)cc2)CC1 | -2.2
Oc1ccc(/C=N/NC(=S)NCC2CCCO2)cc1 (stereo not drawn) | 0.7
C=CCN1/C(=C(\C#N)C2=NS(=O)(=O)c3ccccc32)N(C)c2ccccc21 | -0.9
Cc1cc(NC(=O)c2ccc(-c3ccc(F)c(Cl)c3)o2)no1 | -0.8
Cc1c(NS(=O)(=O)N2CCCCC2)c(=O)n(-c2ccccc2)n1C | -2.2
CC1C=CC(C)C(C(=O)c2ccccc2)C1C(=O)c1ccccc1 (stereo not drawn) | -1.4
Cc1cc(NCCc2ccccc2F)n2ncnc2n1 | 2.5
C=CCn1c(SCC(=C)C)nc2c1c(=O)[nH]c(=O)n2C | 0.5
COCCN1Cc2cccc(C(=O)NCC3CCN(CC(C)C)C3)c2C1=O (stereo not drawn) | 0.1
COc1cc2c(cc1OC)C(Nn1cnnc1)=NC1(CCCC1)C2 | 0.3
CC(C)CCNC(=O)COc1cccc2c1OC(C)(C)C2 | 0.3
Cc1ccc(C(=O)N2CCCC(C(=O)c3cc(F)ccc3F)C2)s1 (stereo not drawn) | 0.6
CCN(CC)CCNc1nc(-c2ccccc2)c2c(c1C#N)CC(C)(C)OC2 | -1.0
Cc1ccc(C(=O)O)cc1NC(=O)CCc1c(C)noc1C | 3.1
CN(C)S(=O)(=O)Oc1ccsc1C(=O)Nc1ccc(Br)cc1 | 1.1
CCOC(=O)CN1NC2(CCCCCCC2)NC1=S | -1.1
Cc1ccccc1-c1nc2cc(NC(=O)C3CC3)ccc2o1 | -3.1
COc1cccc(CN(C)C(=O)CN2C(=O)NC3(CCCc4ccccc43)C2=O)c1 (stereo not drawn) | -2.0
O=C(CSc1cccc(C(F)(F)F)c1)NC(=O)c1ccccc1 | 3.5
c1ccc(-c2cc3ccccc3nc2N2CCCC2)cc1 | -1.8
C=C(C)c1cccc(C(C)(C)NC(=O)NCCCn2ccnc2)c1 | -0.6
CC1CCCN(c2c([N+](=O)[O-])cc(C(=O)O)cc2[N+](=O)[O-])C1 (stereo not drawn) | 2.0
CCCc1cc(=O)n2[nH]c(-c3ccccc3)cc2n1 | 7.4

A different layout for 3 compounds above:
TTR transcr act,SMILES
-1.8,c1ccc(-c2cc3ccccc3nc2N2CCCC2)cc1
3.5,O=C(CSc1cccc(C(F)(F)F)c1)NC(=O)c1ccccc1
0.6,Cc1ccc(C(=O)N2CCCC(C(=O)c3cc(F)ccc3F)C2)s1 (stereo not drawn)

(cont.)
SMILES | TTR transcr act
Cc1nonc1C1CCCN1C(=O)c1cc(COc2ccc(F)cc2Cl)on1 (stereo not drawn) | 0.0
CN(C)S(=O)(=O)c1cccc(-c2nn(-c3ccccc3)cc2/C=C(/C#N)C(=O)NCc2ccco2)c1 | -1.5
CCOC(=O)N1CCN(c2ccc(O)cc2)CC1 | 1.0
O=c1[nH]c2cccnc2n1-c1ccc([N+](=O)[O-])cc1 | -2.1
COc1ccc(NC(=O)COc2ccc(/C=C/c3cccc[n+]3C)cc2OC)cc1 | 0.5
CC(C)Oc1ccc(CCC(=O)N/N=C/c2ccncc2)cc1 | -1.3
COC(=O)c1c(NC(=O)C(=O)NCCCN2CCOCC2)sc2c1CCCC2 | 4.0
C=CC[C@H](CC(=O)NCCO)C(=O)N[C@@H](COC(=O)[C@H](CC=C)CC(=O)OC(C)(C)C)Cc1ccccc1 | 0.7
CCn1cc(S(=O)(=O)NC2CCCCC2)cn1 | 1.6
Cc1nc2ccccc2n1CC(=O)NC1CCCC1 | 0.6
COc1cc(C)cc2c1OC(c1ccccc1)CC2=O (stereo not drawn) | 8.4
COc1cc2c(cc1OC)CN(c1ccc([N+](=O)[O-])cc1C#N)CC2 | 0.9
O=C(/C=C/c1cccc(C(F)(F)F)c1)OCC(=O)N1CCN(c2ccccc2)CC1 | -1.5
OCC[C@@H]1C[C@@H](O)[C@H](O)[C@@]2(Cc3ccccc3CO2)O1 | 0.3
CCc1oc2ccccc2c1C(=O)CCN1CCCCC1 | -2.0
COC(=O)c1cc(C)[nH]c2c(C)cc3nc4ccccc4c3c12 | -1.9
COc1ccc(-c2cc(=O)[nH]c(N3CCN(Cc4ccccc4)CC3)n2)cc1 | 1.2
C[C@@H]1COC(=O)[C@H](NC(=O)OCC2c3ccccc3-c3ccccc32)C/C=C\C[C@@H](CC(=O)N[C@@H](CO)Cc2ccccc2)C(=O)N1 | -0.8
O=C(Nc1ccc2snnc2c1)N1CCCCC1 | 7.7
CCN1C(=O)C2(C(C(=O)c3cc4ccccc4o3)=C(O)C(=O)N2CCCN2CCOCC2)c2ccccc21 (stereo not drawn) | 2.1
CC(=O)c1cccc(S(=O)(=O)N(C)C2CCN(C)CC2)c1 | 0.1
CC(=O)c1ccc(OC2(C)CCN(Cc3ccc4ccccc4c3)C2)cc1 (stereo not drawn) | 2.9
CN1CCN(c2nc3c(c(=O)n(C)c(=O)n3C)n2Cc2ccccc2)CC1 | -1.6
Cc1cc(N)nc(C)c1C#N | 2.2
Cc1cc(C)n(C(=O)C(C)N2C(=O)c3ccccc3C2=O)n1 (stereo not drawn) | -0.3
COc1cc(NC(=S)NC2CC(C)(C)NC(C)(C)C2)c(OC)cc1Cl | 2.9
CCOc1ccc(C2=Nn3c(nnc3-c3ccc(OC)cc3)SC2)cc1 | -1.8
COc1ccc(CCN=C2SCC(=O)N2C)cc1OC | 1.5
O=C(O)c1nn(-c2ccccc2)nc1-c1nn(-c2ccccc2)nc1C(=O)O | -0.7
COc1ccc(/C=N/n2c(N)c(S(=O)(=O)c3cccs3)c3nc4ccccc4nc32)cc1OC | -0.3
O=C(Nc1ccccc1C(=O)Nc1nnc(C(F)(F)F)s1)c1ccccc1Cl | -5.4
COCCNC(=S)NCCc1ccc(Cl)cc1Cl | 0.3
Cc1ccc(CNC(=O)COC(=O)CCCOc2ccc(Cl)cc2Cl)cc1 | -1.1
N#Cc1ccc(S(=O)(=O)NC2CC2)cc1 | 3.4
O=C1CN(C(=O)CSc2nc3ccccc3c(=O)n2CCCN2CCOCC2)c2ccccc2N1 | -1.6
CCOC(=O)NC(CC(=O)O)c1ccc(OCC)cc1 (stereo not drawn) | 1.6
COc1ccc(C(=O)NN2C(=S)N(c3ccc(OC)cc3)C(=O)C2CC(N)=O)cc1 (stereo not drawn) | -1.8
O=C(CCCOc1ccc(Br)cc1)NCCc1ccc(OC(F)F)cc1 | 2.4
O=S(=O)(Nc1ccc(O)c2ccccc12)c1ccc(F)cc1 | -3.9
CC(C)(C)n1nnnc1C(c1ccccc1)N1CCN(c2ccc(F)cc2)CC1 (stereo not drawn) | -0.6
CC(C)NC(=O)N(C)C[C@@H]1Oc2c(NC(=O)C3CCOCC3)cccc2C(=O)N([C@@H](C)CO)C[C@H]1C | 1.4
Cc1nn(C(C)C(=O)N2CCOCC2)c(C)c1[N+](=O)[O-] (stereo not drawn) | 4.2
COc1ccc(CCNC(=O)c2noc3c2CCCC3)cc1OC | 1.1
CN(C)c1ccccc1-c1csc(N2CCC(C(N)=O)CC2)n1 | -2.0
Cc1cccc(N2CN(Cc3cccnc3)CNC2=S)c1 | 0.7
COc1ccc(NC(=O)CC(C)CC(=O)NCc2ccc(F)cc2)c(OC)c1 (stereo not drawn) | 0.5
COc1ccc(-c2nc(N)n[nH]2)cc1 | 2.0
NC1(C#Cc2ccc3oc(=O)c(-n4cc(C5(O)CCCCC5)nn4)cc3c2)CCCCC1 | 1.2
CC(C)C(=O)Nc1ccc(S(=O)(=O)Nc2ccccn2)cc1 | 1.4
O=C(C1CCN(S(=O)(=O)c2ccccc2)CC1)N1CCN(Cc2ccccc2)CC1 | -0.2
Cc1cc(C(F)(F)F)nn1-c1nc(-c2ccco2)cc(C(F)(F)F)n1 | 4.1
CCOc1cc(C2C(C(=O)N3CCCCC3)=C(C)NC3=C2C(=O)CCC3)cc(Br)c1O (stereo not drawn) | -0.2
COC(=O)[C@H](CCSC)NC(=O)NCCc1ccc(F)cc1 | 1.3
CCc1ccc(NC(=O)c2cc(C(C)C)on2)cc1 | -0.2
COc1ccccc1C(=O)Nc1cccc(NC(=O)c2ccccc2OC)n1 | -0.4
O=C(N/N=C\c1ccc2c(c1)OCO2)c1ccco1 | 0.5
Cc1cc(Br)ccc1SCC(=O)OCC(=O)NCc1ccc2c(c1)OCO2 | 1.4
O=C(CSc1nccn1-c1ncc(C(F)(F)F)cc1Cl)c1ccc(Cl)cc1 | -3.3
COc1ccc(N(CC(=O)Nc2ccc3c(c2)OCCO3)S(=O)(=O)c2c(C)noc2C)cc1 | 2.3
O=C(c1cn(-c2ccccc2)nc1-c1cc2ccccc2oc1=O)N1CCOCC1 | -1.0

Reformatted: entries from further up
TTR transcr act,SMILES
0.5,O=C(N/N=C\c1ccc2c(c1)OCO2)c1ccco1
-3.3,O=C(CSc1nccn1-c1ncc(C(F)(F)F)cc1Cl)c1ccc(Cl)cc1

(listing goes on)
SMILES | TTR transcr act
CC(c1ccc(F)cc1)n1cc(C(=O)NCc2ccccn2)nn1 (stereo not drawn) | 3.1
CCOc1ccccc1NC(=O)c1ccc(F)c(S(=O)(=O)N2CCC3(CC2)OCCO3)c1 | -2.4
CSCCC(NS(=O)(=O)c1ccc2c(c1)OCCO2)C(=O)NCCc1ccccn1 (stereo not drawn) | 0.3
COC(=O)C(Cc1ccccc1)NC(=O)C12CC3CC(CC(C3)C1)C2 (stereo not drawn) | 0.1
COc1cc([N+](=O)[O-])ccc1NC(=O)COC(=O)C=C(C)C | -0.2
O=C(/C=N/O)NCCCn1ccnc1 | 0.0
CCOc1cc(Br)ccc1S(=O)(=O)N1CCC(C(N)=O)CC1 | 0.8
COc1ccccc1-c1cccc(-c2nc(C(=O)Nc3nccs3)cc3c2[C@H](CCO)N(C(C)=O)C3)c1 | -1.0
Cc1ccc(S(=O)(=O)N2CCC(=O)N(C(COCc3ccccc3)C(C)C)CC2)cc1 (stereo not drawn) | 2.4
CCCCn1c2c(c(=N)c3ccccc31)CCC2 | -2.5
O=C(Nc1nnc(-c2ccncc2)o1)C1CCCCC1 | 2.8
CC(C)C[C@H]1CNC(=O)C(=O)N1CC1CCN(CCc2ccccc2)CC1 | 1.2
CCOc1ccccc1N1CCN(Cc2cnc(-c3ccccc3)[nH]2)CC1 | 0.6
O=C(NCC1CCCO1)c1ccc(N2CCCCC2)nc1 (stereo not drawn) | 2.0
O=C(c1ccccc1)c1nccc2ccccc12 | -1.1
CC(=O)Nc1ccc(N2N=C(C)C(N=Nc3ccccc3)C2=O)cc1 (stereo not drawn) | 0.7
COc1cccc(OC)c1C(=O)Nc1cc2c(cc1N1CCOCC1)n(C)c(=O)n2C | 3.1
CCSc1nc2c(c(=O)[nH]1)C(c1cccs1)C(C(=O)OC)=C(C)N2 (stereo not drawn) | 0.0
N/C(=N\OC(=O)c1cc(Br)ccc1Cl)c1ccccn1 | -1.5
O=S(=O)(Nc1cccnc1)c1ccc(F)cc1 | 2.1

Bioassay records from PubChem.
